Source: PubChem (National Center for Advancing Translational Sciences (NCATS))
HBB splicing = hemoglobin beta splicing modulation | HBB splicing reporter cell assay, activation; EGFP reporter with mutant IVS2-654 intron; response scale: normalised to 500 nM splice-correcting PNA | Potency, µM (top dose mostly 46.1 µM), for inactives: at the highest dose activation, usual class: activators | 0.06% of 65,000 active; note: potency is the fitted concentration of half-maximal effect; 0% is about no effect
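HeLa cells stably expressing EGFP interrupted by mutant beta-globin intron 2 (IVS2-654), 500/well in 2% FCS. Treated with compound for 2 days at 37C. Splicing correction scored as total well GFP intensity (488 nm excitation, 500-520 nm emission); 500 nM antisense PNA served as control.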
DNA Pol III inh = inhibitors of bacterial DNA polymerase III holoenzyme | reconstituted DNA polymerase III holoenzyme replication, biochemical | Potency, µM (series often up to 57.1 µM), for the others: at the top dose activity change, negative = inhibition | 0.25% of 71,000 active | AID 603; note: potency is the fitted concentration of half-maximal effect; % is set by controls: 0 for no effect and ±100 for the full control effect
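Reconstituted *E. coli* holoenzyme (0.35 nM Pol III, 1 nM beta, 154 nM SSB, 2 nM primase) was preincubated with compound for 15 min at RT. Synthesis on 1.4 nM ssM13Gori ran 35 min, then was stopped with PicoGreen/EDTA and read as dsDNA fluorescence.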
GFP derepression = epigenetic modulators derepressing GFP locus in mouse cells. Potency, µM (series often up to 46.1 µM), for the others: at the top dose GFP derepression (activation). 0.09% of 68,000 active. mouse C127i GFP locus derepression, cytometry, 30 h; note: % of control where 0% means no effect
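Derepression screen: silenced CMV-GFP reporter in murine C127i cells, 30 h compound incubation at 37 C, washed cells imaged by laser-scanning cytometer to enumerate GFP-expressing objects of 20 to 120 um.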
TexasRed autofl = Texas Red region autofluorescence | AID 587 | Compound fluorescence, Texas Red channel, 547/618 nm; stronger effect = higher value | max dye-equivalent concentration, M | 0.06% of 59,000 active; in the data active = max dye-equivalent concentration above about 10 nM; inconclusive = between about 1.1 nM and that limit
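qHTS profiling of intrinsic compound fluorescence; 100 mM Tris pH 8.0; 15 min RT; ex 547 / em 618 nm; response expressed as Texas Red dye-equivalent concentration from six-point plate standard.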
UbGFP stabilizer = ubiquitin-GFP accumulation via proteasome inhibition; Ubiquitin-GFP reporter cells, proteasome inhibition, GFP fluorescence; response scale: untreated = 0%, 10 µM MG-132 = 100%; Potency, µM (highest dose often 45.9 µM), for the others: at the highest dose activation (GFP accumulation), hits mostly activators; 67,000 tested, under 10 active; active = well fitted activation curve with a large enough effect, not every such curve was filed as active; inconclusive = small, poorly fitted or top-dose-only effect, or another doubt; inactive = no such curve, though single readings can be large or run the other way; note: potency is the fitted concentration of half-maximal effect
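U2OS cells stably expressing ubiquitin(G76V)-GFP, seeded overnight in 0.5% FBS medium, were exposed to compounds (qHTS, 46 uM to 2.9 nM) for 4 hr at 37 °C. GFP-positive cells were counted by laser cytometry (488 ex/515 em), normalized between basal and 10 uM MG-132.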
HADH2 inhib = inhibitors of human HADH2 dehydrogenase | Q99714 | recombinant HADH2, NADH fluorescence, beta-hydroxybutyryl-CoA | Potency, µM (doses to about 57.1 µM), inactives show at the top dose activity change, negative = inhibition, most hits filed as inhibitors | 3.4% of 73,000 active; note: potency is the fitted concentration of half-maximal effect; % is set by controls: 0 for no effect and ±100 for the full control effect; nearly all actives have a fitted effect of over 60% in size; many of its hits are not listed in these tables
Target sequence (Q99714 whole entry, looked up, one chain of several): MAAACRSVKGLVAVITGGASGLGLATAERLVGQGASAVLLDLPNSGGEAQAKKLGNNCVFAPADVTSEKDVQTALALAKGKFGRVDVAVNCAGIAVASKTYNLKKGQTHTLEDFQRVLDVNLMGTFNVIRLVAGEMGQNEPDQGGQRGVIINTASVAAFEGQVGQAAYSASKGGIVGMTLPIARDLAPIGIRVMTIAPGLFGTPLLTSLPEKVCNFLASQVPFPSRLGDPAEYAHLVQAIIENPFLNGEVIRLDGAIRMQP
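E. coli-expressed His-tagged HADH2 tested at 20 nM in alkaline Tris buffer (pH 9.0); oxidation of 90 uM beta-hydroxybutyryl-CoA with 1 mM NAD+ tracked fluorimetrically for 4 min.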
Rhodamine fluor = rhodamine region autofluorescence. Rhodamine-region fluorescence, 547/598 nm, Tris buffer; stronger effect = higher value. max dye-equivalent concentration, M. 0.05% of 59,000 active; in the data active = max dye-equivalent concentration above about 11 nM; inconclusive = between about 1.1 nM and that limit
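Steps: pin-transfer compounds into pH 8.0 Tris (100 mM), hold 15 min at room temperature, image with a 547/598 nm filter pair, and convert intensities to rhodamine-equivalent concentration using a six-point on-plate rhodamine series.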
15-hLO inh = blocks human 15-lipoxygenase activity | Potency, µM (titrated, usually from 57.1 µM), for inactives: at the top dose activity change, negative = inhibition, usual class: inhibitors | AID 887 | 1.4% of 74,000 active | P16050 | purified 15hLO-1, xylenol orange hydroperoxide absorbance; note: potency is the fitted concentration of half-maximal effect; % is set by controls: 0 for no effect and ±100 for the full control effect; nearly all actives have a fitted effect of over 55% in size
Target sequence (P16050 whole entry, looked up): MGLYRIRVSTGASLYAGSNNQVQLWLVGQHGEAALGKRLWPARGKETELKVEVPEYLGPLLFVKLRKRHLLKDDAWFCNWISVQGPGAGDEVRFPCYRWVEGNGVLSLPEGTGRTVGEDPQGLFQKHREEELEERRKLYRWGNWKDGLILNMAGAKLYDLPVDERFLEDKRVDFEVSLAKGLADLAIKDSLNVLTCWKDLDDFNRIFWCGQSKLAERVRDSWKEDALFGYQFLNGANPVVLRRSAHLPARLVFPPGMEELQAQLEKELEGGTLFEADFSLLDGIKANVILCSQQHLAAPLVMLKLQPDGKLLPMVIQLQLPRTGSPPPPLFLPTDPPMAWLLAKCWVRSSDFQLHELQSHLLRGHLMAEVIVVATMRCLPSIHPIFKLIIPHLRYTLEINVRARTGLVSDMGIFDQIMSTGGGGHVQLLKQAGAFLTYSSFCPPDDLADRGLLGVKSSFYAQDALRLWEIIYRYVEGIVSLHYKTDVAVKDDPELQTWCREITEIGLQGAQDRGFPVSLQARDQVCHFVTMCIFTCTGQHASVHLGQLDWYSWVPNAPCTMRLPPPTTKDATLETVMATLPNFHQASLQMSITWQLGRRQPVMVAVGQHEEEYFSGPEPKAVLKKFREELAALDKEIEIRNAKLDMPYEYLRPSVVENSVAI
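40 nM 15hLO-1 + cpd, 15 min RT; start w/ 50 uM AA (final), 6 min RT; stop/detect w/ 200 uM XO + 300 uM Fe(II) in 50 mM H2SO4, 30 min; A573/A405. Buffer 25 mM Hepes pH 7.5, 0.01% Triton X-100. No-enzyme wells as negative control.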
Fluorescein fluor = compound autofluorescence in fluorescein spectral region; max fluorescein-equivalent concentration, M; AID 593; 0.91% of 59,000 active; Compound autofluorescence, 480/540 nm, fluorescein-equivalent; stronger effect = higher value; in the data active = max fluorescein-equivalent concentration above about 10 nM; inconclusive = between about 1.1 nM and that limit
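Compounds were pin-transferred into 100 mM Tris buffer, pH 8.0, and incubated 15 min at room temperature. Fluorescence was read at 480 nm excitation/540 nm emission. Signals were normalized to an on-plate six-point fluorescein standard curve as dye-equivalent concentration.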
4-MU autofl = 4-MU region autofluorescence. max dye-equivalent concentration, M. 11% of 59,000 active. compound autofluorescence, 340/450 nm, 4-MU equivalents; stronger effect = higher value; in the data active = max dye-equivalent concentration above about 10 nM; inconclusive = mostly about 1.1 nM to 9.6 nM
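Compounds in 100 mM Tris, pH 8.0, incubated 15 min at room temperature, then fluorescence read at 340 nm excitation/450 nm emission. Signal converted to 4-MU dye-equivalent concentration using an on-plate six-point 4-MU standard curve.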
Hsp90 Hop PPI = changes Hsp90-Hop TPR2A binding signal, up or down. 0.44% of 71,000 active. Potency, µM (highest dose often 57 µM), for the others: top-dose activity change, negative = inhibition. AlphaScreen TPR2A-His6 binding biotin-Hsp90 C-terminal peptide. AID 595; active = well fitted curve in either direction with a large enough effect; inconclusive = small, poorly fitted or top-dose-only effect, or another doubt; note: potency is the fitted concentration of half-maximal effect; % is set by controls: 0 for no effect and ±100 for the full control effect; many of its hits are not listed in these tables
Starred values were filed as active, the others as inactive; i = inactive; ? = inconclusive; / = no result given; [ ] = remark or other dose. Unless noted, calls come from the whole dose curve; as a rule, active = well fitted curve in the direction sought with a large enough effect; inconclusive = small, poorly fitted or top-dose-only effect, or another doubt; inactive = no such curve, though single readings can be large; an effect the other way counts as inactive or inconclusive.

SMILES | HBB splicing | DNA Pol III inh | GFP derepression | TexasRed autofl | UbGFP stabilizer | HADH2 inhib | Rhodamine fluor | 15-hLO inh | Fluorescein fluor | 4-MU autofl | Hsp90 Hop PPI
CN1CCC2(CC1)CCN(S(=O)(=O)c1ccccc1)CC2 | -0.3% | -4% | 0%[9.22 µM] | i | 0% | 2% | i | 3% | i | i | -5%
O=C1CCCC/C1=C\Nc1ccc(Cl)cn1 | -2.0% | 0% | 0% | i | 9% | -5% | i | -16% | i | ? | -3%
COc1ccc(CCNC(=O)c2cc3ccccn3n2)c(OC)c1OC | -0.9% | -4% | / | / | 3% | -5% | / | -3% | / | / | -1%
O=C1C=C(OCc2ccccc2)CN1 | -2.2% | -2% | 0% | i | 13% | 3% | i | 7% | ? | i | -1%
c1ccc2c(c1)oc1c(NCc3ccc4c(c3)OCO4)ncnc12 | -1.7% | -2% | 0% | i | -2% | 23% | i | 6% | ? | i | 2%
CCC1C(=O)n2nc(-c3ccccc3)cc2N=C1C (stereo unspecified) | 0.1% | 4% | 4% | i | -5% | 25µM* | i | ? | ? | i | ?
CCOc1cc(NC(=O)c2ccco2)c(OCC)cc1NC(=O)CCc1ccccc1OC | 0.0%[57.5 µM] | -2% | 4% | i | -2% | -12% | i | 4% | i | ? | -8%
COc1ccc(CCNC(=O)CN(C2CCCCC2)S(C)(=O)=O)cc1OC | -0.3% | 9% | -3% | i | 5% | -6% | i | -23% | i | i | 6%
O=c1c(-c2ccc(F)cc2)nc2cnc(N3CCOCC3)nc2n1C1CC1 | -0.1% | -9% | -3%[9.22 µM] | i | -3% | 0% | i | 0% | i | 1.3e-08M* | -3%
O=C(Cc1ccccc1)N1CCC(C(=O)N2CCN(c3ccc(F)cc3)CC2)CC1 | -6.5% | -4% | 2% | / | 8% | -15% | / | -11% | / | / | -4%
COc1ccccc1CCNC(=O)C1CCCO1 (stereo unspecified) | 3.1% | 2% | 2% | ? | -3% | -5% | i | 5% | i | i | -6%
CCOc1ccc(Br)cc1CC(=O)O | / | / | 2%[20.6 µM] | i | / | / | i | / | i | i | /
Cc1ccccc1NC(=O)c1ccccc1O | -0.6% | 0% | -2% | i | 6% | ? | i | -8% | i | 1.4e-08M* | 9%
C=CCn1c(SCC(=O)NCC(=O)OCC)nnc1-c1ccccn1 | -1.2%[0.369 µM] | -2% | 0% | i | / | -10% | i | 12% | ? | i | -6%
NC(=O)C1CCN(C(=O)CSc2nc3c(c(-c4ccccc4)n2)CCCC3)CC1 | 0.2% | -2% | 2% | i | 3% | -3% | i | 6% | i | i | 0%
CCn1c2ccccc2c2cc(NC(=O)Cc3ccc(S(=O)(=O)N4CCOCC4)s3)ccc21 | -5.2% | -5% | -1% | ? | -9% | 5% | i | -17% | ? | i | -24%
O=C(C1CCN(S(=O)(=O)c2ccc(F)cc2)CC1)N1CC=C(c2ccccc2)CC1 | -1.0% | 4% | -3% | i | 4% | 10% | i | ? | ? | i | -2%
Cc1onc(-c2ccccc2)c1C(=O)Nc1ccccc1N1CCOCC1 | 5.6%[57.5 µM] | 5% | -1% | i | -2% | 32%[activator] | i | 2% | ? | ? | 2%
CN1CCC[C@@H](CC2c3ccccc3Sc3ccccc32)C1 | 0.3%[20.6 µM] | -5%[25.6 µM] | -1%[20.6 µM] | ? | -6%[20.5 µM] | 7%[25.6 µM] | i | 1%[25.6 µM] | i | i | -8%[26 µM]
CCN(CC)CCNC(=O)CCc1n[nH]c(=O)c2ccccc12 | -0.5% | -7% | 0% | / | -16% | 5% | / | 4% | / | / | -2%
Cc1cc(C)cc(N(CC(=O)NCC2CCCO2)C(=O)CN2C(=O)COc3ccccc32)c1 (stereo unspecified) | -1.5% | -1% | 4% | ? | 6% | 5% | i | -3% | ? | i | -6%
Cc1ccc2c(c1)N(CCCC(=O)NCc1cccnc1)C(=O)CO2 | -0.8% | -4% | -2% | / | -10% | 5% | / | 2% | / | / | -2%
COc1ccccc1Cc1nc(-c2ccc(Br)o2)no1 | -0.7% | 1% | / | / | 0% | -6% | / | -16% | / | / | -6%[2.3 µM]
O=C(Nc1ccc2c(c1)CCC2)C1CCCO1 (stereo unspecified) | -2.1% | 0% | -3% | i | 0% | -7% | i | -1% | ? | i | 0%
O=C(COc1cccc(-n2cnnn2)c1)N1CCOCC1 | 0.2% | -2% | 0% | i | 12% | -2% | i | 4% | i | i | 2%
Cn1c(SCC(=O)NCCN2C(=O)CSC2=O)nc2ccccc2c1=O | -0.2%[57.5 µM] | ? | 0% | i | -8% | -4% | i | 3% | ? | i | 1%
CCC(c1nnnn1C1CCCC1)N1CCN(C(=O)c2ccco2)CC1 (stereo unspecified) | -0.2%[57.5 µM] | -2% | -2% | i | -3% | -8% | i | 12% | ? | i | 1%
O=C(Nc1cccc2c1CCCC2)C1CCCN(S(=O)(=O)c2cccc3nonc23)C1 (stereo unspecified) | 5.0%[1.84 µM] | 10% | -1% | i | ? | 8% | i | 11% | ? | i | -7%
CCOC(=O)Nc1sc(NS(=O)(=O)c2ccccc2)nc1C | -1.3% | -4% | 8% | / | -3% | ? | / | -4% | / | / | -4%
COc1ccccc1CC(=O)NC1CC(C)(C)NC(C)(C)C1 | / | -6% | -1% | i | 0% | 6% | i | -1% | i | i | 2%

The last 3 records of the section above open the next one.
SMILES | HBB splicing | DNA Pol III inh | GFP derepression | TexasRed autofl | UbGFP stabilizer | HADH2 inhib | Rhodamine fluor | 15-hLO inh | Fluorescein fluor | 4-MU autofl | Hsp90 Hop PPI
O=C(Nc1cccc2c1CCCC2)C1CCCN(S(=O)(=O)c2cccc3nonc23)C1 (stereo unspecified) | 5.0%[1.84 µM] | 10% | -1% | i | ? | 8% | i | 11% | ? | i | -7%
CCOC(=O)Nc1sc(NS(=O)(=O)c2ccccc2)nc1C | -1.3% | -4% | 8% | / | -3% | ? | / | -4% | / | / | -4%
COc1ccccc1CC(=O)NC1CC(C)(C)NC(C)(C)C1 | / | -6% | -1% | i | 0% | 6% | i | -1% | i | i | 2%
COc1ccc(S(=O)(=O)NCC2CCC(C(=O)NCc3ccco3)CC2)cc1 (stereo unspecified) | -0.1% | -1% | 3% | ? | 13% | 3% | i | 4% | ? | i | -2%
Cc1ccc(NC(=O)C2CC(=O)NC(N3CCc4ccccc43)=N2)cc1 (stereo unspecified) | 0.4%[57.5 µM] | -2% | 0% | i | 1% | -6% | i | -10% | ? | i | -1%
CC1OC(Nc2ccc(OC(F)(F)F)cc2)C(O)C(O)C1O (stereo unspecified) | -4.8% | 1% | 0% | i | 0% | 5% | i | -6% | ? | i | -1%
CCN(CC)S(=O)(=O)c1ccc(O)c(C(=O)OCC(=O)N(C)Cc2ccccc2)c1 | -0.5%[57.5 µM] | 1% | 2% | i | 4% | -3% | i | ? | i | 1.3e-08M* | 5%
CS(=O)(=O)N1CCN(C(=O)c2ccccc2F)CC1 | 0.8% | -1% | 3% | i | 1% | 1% | i | 1% | i | i | -1%
COc1cc(C2C3C(=O)N(c4ccccc4)C(=O)C3ON2c2ccccc2)cc(OC)c1OC (stereo unspecified) | 2.8%[0.369 µM] | 0% | 0% | i | / | -7% | i | 0% | ? | i | -2%
CCc1cccc(C)c1NC(=O)CCCC(=O)O | -0.5% | -2% | 0% | / | 9% | 1% | / | 3% | / | / | -5%
Cc1nc(-c2ccccc2O)n(S(=O)(=O)N(C)C)n1 | -0.3% | 1% | 3% | i | -2% | -10% | i | 0% | i | i | 1%
CCCCc1[nH]c(=O)c(C#N)c2c1CSC(C)(C)C2 | / | / | 10%[20.6 µM] | i | / | / | i | / | i | 1.4e-07M* | /
CC1CC(C)(C)NCCNC(C)CC(C)(C)NCCN1 (stereo unspecified) | -0.2%[0.0738 µM] | -6%[11.4 µM] | 0% | / | -10%[9.17 µM] | 6%[11.4 µM] | / | 0%[11.4 µM] | / | / | -6%[11 µM]

Exported in markdown: part of the list above
| molecule | HBB splicing | DNA Pol III inh | GFP derepression | TexasRed autofl | UbGFP stabilizer | HADH2 inhib | Rhodamine fluor | 15-hLO inh | Fluorescein fluor | 4-MU autofl | Hsp90 Hop PPI |
| --- | --- | --- | --- | --- | --- | --- | --- | --- | --- | --- | --- |
| Cc1ccc(NC(=O)C2CC(=O)NC(N3CCc4ccccc43)=N2)cc1 (stereo unspecified) | 0.4%[57.5 µM] | -2% | 0% | i | 1% | -6% | i | -10% | ? | i | -1% |
| CCc1cccc(C)c1NC(=O)CCCC(=O)O | -0.5% | -2% | 0% | / | 9% | 1% | / | 3% | / | / | -5% |

This is a subset, so the mix of outcomes need not match the whole.
